Screens as filed in PubChem BioAssay.
PLC-gamma1 inh – inhibitors of human phospholipase C gamma1; purified PLC-gamma1, fluorogenic substrate, fluorescence; inhibition, % at 12.2 µM; 370,000 compounds, 0.84% hits; AID 720700; in the data active means inhibition above about 9.5%
Rev-erbA mod – modulates human Rev-erb alpha binding to DNA; 370,000 compounds, 0.79% hits; P20393; AID 1259318; Rev-erbα–FITC-DNA binding, fluorescence polarization, 90 min; activity, % at 10 µM;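 active means activity above about 14%, limit read from the data; passing the limit was not always enough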;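 further: 0% = DMSO wells with 35 nM protein and 100% = DMSO wells with 750 nM protein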
PLCb3 inh – PLC-beta3 (human) inhibition, primary screen; 370,000 compounds, 0.18% hits; Q01970; Purified PLC-beta3, fluorogenic substrate, fluorescence; inhibition, % at 12.2 µM; in the data active means inhibition above about 11%;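 further: 0% = median of compound wells on plate and 100% = full blocker control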
DDE Tn6 FP inh – DD(E)-Tn6 binding inhibition, primary FP screen; Fibrin DD(E) TRITC-Tn6 fluorescence polarization displacement; inhibition, % at 8.3 µM; 370,000 compounds, 0.21% hits;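 active means inhibition above a per-campaign cutoff: mean of compounds within control limits plus 3 SD, cut at about 15% in these data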;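 further: 0% = median of all compound wells on the plate and 100% = blocking peptide control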
proKLK7 act – activates the human kallikrein-7 zymogen; P49862; purified proKLK7, EDANS-DABCYL substrate fluorescence; 100% is mature enzyme control, 0% vehicle; 370,000 compounds, 0.9% hits; activation, % at 7 µM;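 active means activation above the mean of all tested compounds plus 3 SD, computed per campaign excluding outliers beyond control limits, cut at about 13% in these data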
Target sequence (P49862 whole entry, looked up): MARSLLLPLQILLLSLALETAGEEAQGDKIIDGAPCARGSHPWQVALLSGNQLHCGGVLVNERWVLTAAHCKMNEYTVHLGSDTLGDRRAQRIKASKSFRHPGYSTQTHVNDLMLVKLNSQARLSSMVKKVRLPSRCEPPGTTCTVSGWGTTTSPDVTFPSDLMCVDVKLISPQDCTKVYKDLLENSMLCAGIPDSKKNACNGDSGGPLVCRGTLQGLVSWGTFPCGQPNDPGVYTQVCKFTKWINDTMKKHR
ASAP1 inh – inhibitors of human ASAP1 ArfGAP activity; Q9ULH1; ASAP1-stimulated ARF1 GTP hydrolysis, GDP FP detection; inhibition, % at 16.5 µM; 360,000 compounds, 0.19% hits; in the data active means inhibition above about 25%;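 further: 0% = vehicle with enzyme and substrate and 100% = no enzyme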
ARFGAP1 inhibitor – inhibits rat ARF GTPase activating protein 1; inhibition, % at 16.5 µM; AID 651572; 360,000 compounds, 0.26% hits; Arfgap1-stimulated ARF1 GTP hydrolysis, GDP FP detection; Q62848;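 active means inhibition above a per-plate limit, mean inhibition of low control wells plus 3 SD, cut at about 25% in these data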;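 further: 0% = DMSO wells with enzyme and 100% = wells lacking Arfgap1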
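Material: rat Arfgap1 catalytic domain, aa 1-136; also added: human ARF1(Δ1-17)-GTP substrate; compound dosing: one concentration, 16.5 µM, DMSO 1.26%; incubation: GTP hydrolysis reaction 2 h at 25 °C; measured by: Tracer-displacement fluorescence polarization with EDTA stop, 620/688 nm; evaluation: % inhibition from polarization; repeats: one replicate per compound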
UHRF1 MBD2 ctr – blocks human UHRF1 binding to methylated DNA; inhibition, % at 4.4 µM; UHRF1 binding to methylated oligo, TR-FRET; AID 687016; 370,000 compounds, 0.75% hits; in the data active means inhibition above about 21%;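 further: UHRF1 SRA domain binding a hemimethylated CpG hairpin DNA probe; 0% = median of test compound wells and 100% = reference inhibitor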
Target sequence (Q96T88 whole entry, looked up, the tested form may be a part): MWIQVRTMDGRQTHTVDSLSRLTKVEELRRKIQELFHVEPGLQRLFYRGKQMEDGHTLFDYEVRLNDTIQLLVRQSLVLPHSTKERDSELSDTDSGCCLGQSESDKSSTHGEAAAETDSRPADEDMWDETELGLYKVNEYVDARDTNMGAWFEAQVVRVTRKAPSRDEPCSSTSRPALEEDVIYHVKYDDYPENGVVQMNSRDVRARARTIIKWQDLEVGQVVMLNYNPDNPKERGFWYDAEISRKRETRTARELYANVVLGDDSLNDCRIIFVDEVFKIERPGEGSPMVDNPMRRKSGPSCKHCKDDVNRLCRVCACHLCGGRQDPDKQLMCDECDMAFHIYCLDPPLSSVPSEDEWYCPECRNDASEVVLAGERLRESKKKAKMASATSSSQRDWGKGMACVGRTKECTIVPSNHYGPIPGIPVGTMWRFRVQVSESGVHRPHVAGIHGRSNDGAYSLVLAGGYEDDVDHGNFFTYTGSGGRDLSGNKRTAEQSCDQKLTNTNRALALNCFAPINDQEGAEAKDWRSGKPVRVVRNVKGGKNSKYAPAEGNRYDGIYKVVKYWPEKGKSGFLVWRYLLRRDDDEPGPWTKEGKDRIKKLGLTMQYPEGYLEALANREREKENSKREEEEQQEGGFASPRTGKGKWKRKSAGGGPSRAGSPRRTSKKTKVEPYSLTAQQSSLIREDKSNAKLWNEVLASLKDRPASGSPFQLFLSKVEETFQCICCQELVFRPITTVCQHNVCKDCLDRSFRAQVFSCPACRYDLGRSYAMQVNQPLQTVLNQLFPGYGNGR
DDE Tn7 FP inh – disrupts Tn7 cyclic peptide binding to fibrin D-Dimer-E complex | FP displacement of FITC-Tn7 peptide from fibrin DD(E); 0% = median of compound wells per plate | inhibition, % at 8.3 µM | 370,000 compounds, 0.13% hits | AID 720508;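 active means inhibition above the mean of compounds falling within the control limits plus 3 SD of them, cut at about 14% in these data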;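 further: 0% = plate median of compound wells and 100% = 10 µM Aha-Tn7 peptide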
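Also added: labelled Tn7 tracer, 0.1 µM; Assay system: human fibrin DD(E) protein; Amount: 2 µM fibrin DD(E); Schedule: 10 min compound pre-incubation, 3 h probe incubation at room temperature; Repeats: one replicate per compound; Read-out basis: percent inhibition; Measured by: fluorescence polarization of the labelled Tn7 tracer.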
sPLA2-III inh – Blocks human group III sPLA2 activity; AID 743126; inhibition, % at 12.2 µM; Q9NZ20; 370,000 compounds, 0.56% hits; QFRET BODIPY PC-A2 liposome hydrolysis, fluorescence;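 active means inhibition above mean plus 3 SD of compounds lying within the high and low control bounds, cut at about 19% in these data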;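 further: 0% = median of test compound wells and 100% = no enzyme DMSO wells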
Active calls of the source: *; / = not tested or not shown.

SMILES	PLC-gamma1 inh	Rev-erbA mod	PLCb3 inh	DDE Tn6 FP inh	proKLK7 act	ASAP1 inh	ARFGAP1 inhibitor	UHRF1 MBD2 ctr	DDE Tn7 FP inh	sPLA2-III inh
COc1ccc(N2C(=O)C3CCCCC3C2=O)cc1NC(=O)c1ccccc1 (configuration not stated)	3	0	-4	6	0.4	-3	-2	0	0	3
CN(CC(O)COc1ccccc1F)C1CCCCC1 (configuration not stated)	0	-1	2	-7	0.3	21	-2	-2	-1	-3
CC1=C(C(=O)N2CCOCC2)CC(CC(=O)NCc2cccc3ccccc23)C(=O)N1Cc1ccccc1 (configuration not stated)	-3	3	1	0	-0.1	2	-2	8	-1	3
O=[N+]([O-])c1c(Nc2ccc(Br)cc2)ccc2nonc12	0	0	-1	3	-0.7	4	2	-2	-6	-3
CCOC(=O)N1CCN(C(=O)c2cccc(NS(=O)(=O)c3ccc(F)c(F)c3)c2)CC1	0	-2	3	-2	-0.5	6	-6	0	5	-11
Cc1nn(-c2ccc(N3CCCCC3)nn2)c(C)c1CCC(=O)Nc1ccc(F)cc1	-4	-2	-12	-3	-0.5	-1	-6	0	7	-5
Nc1nc(N)c2sc3nc(C(F)(F)F)cc(C(F)(F)F)c3c2n1	-28	-1	-35	1	0.7	7	-1	0	-3	2
CCC(=O)N1c2ccccc2NC2=C(C(=O)CCC2)C1c1cccnc1 (configuration not stated)	-12	-1	-17	0	-1.3	-5	-5	0	5	8
Cc1nn2c(-c3cccc(NC(=O)CSc4nc5ccccc5o4)c3)nnc2c2ccccc12	0	-9	-5	-10	0.5	1	17	-3	3	-20
Cc1ccc(-n2c(C)cc(/C=C3\NC(=O)NC3=O)c2C)c(C)c1	-28	8	-37	0	0.7	6	-9	1	-3	-10
CCOc1ncnc2c1oc1nc(CC(C)C)c3c(c12)CC(C)(C)OC3	0	-1	2	3	0.4	5	3	0	4	3
CCOc1cc(/C=N/NC(=O)c2nnn(-c3nonc3N)c2C)ccc1OCc1ccc(F)cc1	2	-4	-7	4	-0.7	9	5	-1	0	8
CCOC(=O)c1sc(NC(=O)CSc2nnc(-c3ccco3)o2)c(C(=O)OCC)c1C	0	-3	1	1	0.4	8	3	3	0	0
COc1ccc(S(=O)(=O)NC(CC(=O)NCCc2ccc(OC)c(OC)c2)C(C)C)cc1 (configuration not stated)	4	1	2	-5	0.0	6	6	3	-8	-2
CCOC(=O)c1sc(NC(=O)c2ccc(OC)cc2)nc1C	3	16	2	0	-0.1	2	-18	-2	8	2
COc1ccccc1CNC(=O)COC(=O)c1cccc(S(=O)(=O)N2CCOCC2)c1	4	-1	4	4	-0.3	2	-3	1	2	8
CN(C)S(=O)(=O)c1ccc(NC(=O)C2CC3C=CC2C3)cc1 (configuration not stated)	1	0	2	1	0.4	-2	0	2	1	2
O=C(COC(=O)c1ccccc1O)NNC(=O)c1ccc(Br)cc1	-4	10	-9	0	4.1	2	16	3	3	-8
CN(C)C(=O)c1ccc(NC(=O)CN2CCc3cc4c(cc3C2)OCCCO4)cc1	-2	5	-6	-2	-0.2	13	6	-1	0	-3
O=c1c2cc(Br)ccc2[nH]c(=S)n1Cc1ccccn1	-2	1	-1	-1	4.3	12	-9	-1	-3	3
O=C(/C=C/c1cnc2ccccc2n1)NC1CCCCCC1	-2	6	-2	-5	0.3	7	4	-9	0	0
O=C(O)c1cccc(NC(=O)C2C3C=CC(C3)C2C(=O)OCC(F)(F)C(F)F)c1 (configuration not stated)	0	3	1	-2	-0.1	3	9	3	-11	2
O=C(O)C1CCCN1S(=O)(=O)c1ccc(Cl)c(Cl)c1 (configuration not stated)	-1	-6	-1	8	0.5	10	-13	1	2	1
Cc1ccc(C)c(Nc2cc(C(=O)NCc3cccnc3)c3ccccc3n2)c1	-12	0	-25	-12	1.2	5	10	1	-5	-8
CCOC(=O)C(C)Oc1ncnc2cccc(F)c12 (configuration not stated)	2	5	4	-1	-0.2	5	-4	2	-6	5

Copied from the list.
proKLK7 act, CN(C)S(=O)(=O)c1ccc(NC(=O)C2CC3C=CC2C3)cc1 (configuration not stated) stands at 0.4
DDE Tn6 FP inh, O=c1c2cc(Br)ccc2[nH]c(=S)n1Cc1ccccn1 stands at -1
DDE Tn7 FP inh, O=C(/C=C/c1cnc2ccccc2n1)NC1CCCCCC1 stands at 0

Next part
SMILES	PLC-gamma1 inh	Rev-erbA mod	PLCb3 inh	DDE Tn6 FP inh	proKLK7 act	ASAP1 inh	ARFGAP1 inhibitor	UHRF1 MBD2 ctr	DDE Tn7 FP inh	sPLA2-III inh
COc1cccc(-c2nc(-c3ccccn3)no2)c1OC	-3	-2	-2	8	-0.8	-12	-14	6	-3	5
CCCCCC[n+]1ccccc1/C=C/c1ccc(N(C)C)cc1	-65	34*	-96	-4	-0.3	5	14	-7	-23	-25
Cc1cccc2c(=O)cc(C(F)(F)F)[nH]c12	-6	-3	-6	-1	0.1	0	-7	3	0	8
CS(=O)(=O)N1CCN(C(=O)CSc2ccccc2)CC1	0	-1	2	-6	0.8	5	-5	5	-5	6
COC(=O)C(NC(=O)C(C)NC(=O)OCc1ccccc1)C(C)C (configuration not stated)	2	-4	-5	1	0.7	-4	-4	-2	-2	1
COc1ccc(Cn2c(SCC(=O)NCc3ccco3)nc3ccsc3c2=O)cc1	0	1	2	1	-0.5	-6	-3	5	1	-2
Cc1ccnc(N2C(=O)CSC2c2ccc(Cl)cc2)c1 (configuration not stated)	0	-2	-1	3	-0.4	-2	9	-2	5	0
CCCCN(C(=O)c1ccc(Br)o1)C1CCS(=O)(=O)C1 (configuration not stated)	3	1	-4	-4	0.1	1	-13	2	9	9
COc1ccc(OC)c(NC(=O)C(=S)NC2CCCCC2)c1	0	0	-3	-3	-0.2	-5	10	0	-4	-7
Brc1cccc(-c2nnc3n2CCC3)c1	3	0	-1	2	0.4	-9	13	0	6	11
COc1cccc2cc(C(=O)N3CCc4ccccc4C3)c(=O)oc12	-30	-3	-42	-9	0.2	9	-3	1	-2	-1
CC(=O)Nc1ccc(-c2ccnc3c2CC(C)(C(=O)NCc2ccc(N4CCN(C)CC4)cc2)O3)cc1 (configuration not stated)	0	-4	11*	0	-0.3	4	-5	1	-10	-5
O=C(Nc1ccccn1)c1cc(-c2ccc(Cl)s2)nc2ccccc12	-118	0	-163	0	-49	7	-2	0	-8	2
Cn1c(=O)c2c(nc(N3CCN(c4ccccc4)CC3)n2CCCc2ccccc2)n(C)c1=O	-1	2	1	-6	0.2	3	-1	-1	0	-1
O=C(CCc1ccc(S(=O)(=O)NCc2ccccc2)cc1)NCc1ccc2c(c1)OCO2	0	2	1	-1	0.4	2	-3	2	-2	-10
COc1ccc(N2CC(C(=O)N/N=C/c3cc([N+](=O)[O-])ccc3O)CC2=O)cc1 (configuration not stated)	-2	0	2	-2	0.1	2	5	1	11	0
Oc1nc(Nc2ccc(F)cc2)sc1/C=C1\C=Nc2ccccc21	-22	0	-31	-30	-0.1	3	6	-2	-5	-41
O=c1[nH]c2ccccc2n1C1=CCNCC1	4	-5	-4	2	-0.4	1	1	0	0	-1
Cc1ccccc1OCCNCC(C)O (configuration not stated)	6	7	-1	3	0.4	4	3	1	-11	4
CC(=O)O[C@@H](Cc1ccc(O)cc1)C(=O)CC(C)C	9	6	6	-3	0.0	-6	/	1	-4	-8
COc1ccccc1N1CCN(S(=O)(=O)c2ccc3nc(-c4ccccc4)[nH]c3c2)CC1	-3	1	-4	-13	-1.0	-12	6	2	-4	-12
COCCNC(=O)C(OC(=O)c1cccs1)c1ccc(F)cc1 (configuration not stated)	0	6	-1	3	0.3	-6	5	0	-6	0
CCn1c(SCC(=O)NC2CCCC2)nnc1C(C)NC(=O)c1ccccc1Br (configuration not stated)	1	0	-4	0	-0.1	4	-9	0	-8	0
Cc1ccc2c(=O)n3c(nc2c1)C(CC(C)C)NC(=O)c1cccnc1-3 (configuration not stated)	-1	1	0	-3	0.4	6	-2	-1	-4	0
COc1ccccc1C(=O)NCCC(=O)Nc1nc2ccccc2[nH]1	-8	3	-9	-3	-0.2	3	-14	-2	5	1
CCOc1ccc(NCC2CCOC(C)(C)C2)cc1 (configuration not stated)	3	-3	2	6	0.1	-1	4	6	-4	20*
COC(=O)c1cccc(Oc2nc3c(c(=O)n(C)c(=O)n3C)n2C(C)C)c1	3	7	5	-2	-0.5	6	-3	2	-2	-1
O=C(c1ccc(F)cc1F)N(Cc1ccccn1)Cc1ccco1	-1	0	-3	-2	0.0	-20	-1	2	6	-4
COc1cc(Cl)cc(C#N)c1OCC(=O)O	-1	4	-7	6	0.0	-5	7	0	4	2
CC1C(c2ccccc2)=Nn2c(=O)n(-c3ccccc3)c(=O)n21 (configuration not stated)	-54	-5	-82	-1	-36	-1	-9	6	-6	0
Cn1c(C(O)C(O)c2ccccc2)nc2ccccc21 (configuration not stated)	2	3	1	-4	-1.2	-4	14	0	-6	2
COc1ccccc1Cc1c(-c2ccc(C)cc2)nc2ccc(Cl)cn12	-18	6	-25	2	0.1	4	6	18	-2	0
Cc1ccc(CSc2nnc(CCNC(=O)OC(C)(C)C)o2)cc1	-1	0	-9	2	0.6	2	-5	1	4	2
Cc1c(C(=O)NCc2ccccc2)oc2ccc(S(=O)(=O)N3CCC4(CC3)OCCO4)cc12	10*	-1	1	-1	1.0	-6	-2	6	2	-16
COc1ccc(/C(C)=N/NC(=O)CNC(=O)c2ccncc2)c(OC)c1	-4	-8	-2	-2	0.0	-8	-8	-1	3	2
O=C(NCc1ccccn1)C1CCN(C2CCN(Cc3cccc(F)c3)CC2)CC1	1	-4	-3	-3	-0.7	4	5	1	-6	-3
CCC(=O)c1ccc(OCC(O)CNCc2ccc(F)cc2)cc1 (configuration not stated)	1	-5	3	6	-0.5	7	-10	1	6	5
Cc1cccc(C(=O)N(Cc2ccco2)c2c(N)n(Cc3ccccc3)c(=O)[nH]c2=O)c1	-4	3	-12	-5	0.0	-11	1	1	6	17
O=C(O)c1cc(N/N=C2/CC(c3ccccc3)Oc3ccccc32)ccc1Cl (configuration not stated)	-75	-2	-82	-3	-0.4	-3	-11	6	-5	-19
C=CCn1c(SCc2ccccc2)nc2c1c(=O)[nH]c(=O)n2C	0	5	-9	2	-0.4	-15	10	1	3	-4

PLC-gamma1 inh, entries above that show a hit
SMILES	PLC-gamma1 inh	Rev-erbA mod	PLCb3 inh	DDE Tn6 FP inh	proKLK7 act	ASAP1 inh	ARFGAP1 inhibitor	UHRF1 MBD2 ctr	DDE Tn7 FP inh	sPLA2-III inh
Cc1c(C(=O)NCc2ccccc2)oc2ccc(S(=O)(=O)N3CCC4(CC3)OCCO4)cc12	10*	-1	1	-1	1.0	-6	-2	6	2	-16
